High-throughput results from PubChem.
Mcl1 Bid PPI: Mcl-1/Bid binding inhibitors, primary screen, biochemical, TR-FRET, 1536-well. Induced myeloid leukemia cell differentiation protein Mcl-1 (Homo sapiens), Q07820. TR-FRET Mcl-1/Bid-Dy647 peptide binding. inhibition, % at 21.7 µM. 0.97% of 220,000 active;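 active = compounds that cut the binding signal by more than half at the single screening dose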;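 also: His-tagged Mcl-1 with europium anti-His antibody binding Bid BH3 peptide; 0% = Mcl-1 plus peptide wells and 100% = peptide-only wells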
Target sequence (Q07820 whole entry, looked up): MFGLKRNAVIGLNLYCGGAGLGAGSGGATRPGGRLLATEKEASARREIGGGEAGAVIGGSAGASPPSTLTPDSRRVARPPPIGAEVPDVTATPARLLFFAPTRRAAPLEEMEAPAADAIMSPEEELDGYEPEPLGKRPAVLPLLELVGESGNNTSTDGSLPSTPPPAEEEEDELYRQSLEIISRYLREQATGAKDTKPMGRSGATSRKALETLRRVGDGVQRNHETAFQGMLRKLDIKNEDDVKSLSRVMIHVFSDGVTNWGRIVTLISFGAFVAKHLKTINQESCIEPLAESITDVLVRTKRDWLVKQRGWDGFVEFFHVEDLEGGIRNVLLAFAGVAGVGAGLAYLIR
Rab7 wt GTP bind: modulators of GTP binding to Rab7, primary screen, biochemical, wildtype, multiplex bead flow cytometry | GTP binding activity (percent of control), % at 10 µM | GST-Rab7 beads, fluorescent GTP binding; actives lie on both sides; untreated = 100%, excess cold GTP = 0% | 0.055% of 190,000 active | Rab7 GTPase wild type (dog), Bodipy-FL-GTP binding;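 active = fluorescent GTP binding to Rab7 beads changed by at least 20 points from the 100% baseline, either direction, mostly lower; inconclusive = compound itself probably fluorescent, or too few beads counted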;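 also: median green fluorescence of bound Bodipy-FL-GTP per Rab7 bead population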
Avidin fluor: green autofluorescence of compounds with avidin beads – biophysical, 488/530 nm, flow cytometry, artefact control, profiling panel | compound fluorescence 488/530 nm; active compounds read high | fluorescence (KMESF) at 10 µM | 0.38% of 220,000 active | AID 1775, 2009; in the data active = fluorescence above about 47; also: inactives centre near 10
Pf gametocyte: late stage P. falciparum gametocyte viability inhibitors, primary screen, ATP luminescence, HTS; AID 743093, 2013; P. falciparum stage V gametocytes, 24 h; inhibition, % at 10.9 µM; 0.065% of 150,000 active;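 active = inhibition above the mean plus 3 SD of compounds within the control limits, set per campaign, cut at about 38% in these data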;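 also: 0% = DMSO wells and 100% = medium only without gametocytes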
Cdc42 wt: modulators of GTP binding to wildtype Cdc42, primary screen, biochemical, multiplex bead flow cytometry, Bodipy-GTP; Cell division control protein 42 homolog (Homo sapiens), P60953; GST-Cdc42 beads; actives lie on both sides; percent activity (GTP binding), % at 10 µM; 0.2% of 190,000 active;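 active = percent activity GTP binding at least 20 points away from the 100% baseline, either down as inhibitor or up as activator; inconclusive = compound flagged as likely green fluorescent from well-wide comparison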;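 also: median bead fluorescence of bound Bodipy-FL-GTP at 100 nM; 0% = excess unlabeled GTP control and 100% = no compound control; below 100% means less GTP binding so inhibitor and above means activator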
Target sequence (P60953 whole entry, looked up): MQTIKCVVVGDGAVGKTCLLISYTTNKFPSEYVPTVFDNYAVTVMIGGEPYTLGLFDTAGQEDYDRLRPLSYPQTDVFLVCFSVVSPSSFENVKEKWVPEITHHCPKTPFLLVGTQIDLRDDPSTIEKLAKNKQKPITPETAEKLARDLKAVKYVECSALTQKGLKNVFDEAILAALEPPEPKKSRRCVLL
Rac1 wt modul: wildtype Rac1 GTP binding modulators, primary screen, biochemical, GST-Rac1 beads, flow cytometry, multiplex. GTP binding activity (% of control), % at 10 µM. AID 757, 2007. Ras-related C3 botulinum toxin substrate 1 (Homo sapiens), P63000. fluorescent GTP binding; actives lie on both sides; 0 = cold GTP competed, 100 = untreated. 0.27% of 190,000 active;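 active = GTP binding activity at least 20 points away from the 100% control level, either lower or higher; inconclusive = compound flagged as likely green fluorescent, judged across all proteins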
Rab2 wt GTP: modulators of GTP binding to Rab2A wildtype, primary screen, biochemical, dog, bead-based flow cytometry, multiplex; GST-Rab2 wt beads, Bodipy-GTP binding; GTP binding activity, % at 10 µM; 0.19% of 190,000 active; AID 760, 2007;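 active = GTP binding activity at least 20 points away from 100%, either lowered or raised; inconclusive = signal likely due to the compound's own green fluorescence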;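 also: 0% = beads with excess unlabeled GTP and 100% = no-compound control corrected for plate trend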
HRas wt GTP bind: modulators of GTP binding to HRas wildtype, primary screen, biochemical, bead-based flow cytometry, multiplex; GST-Ras wt beads, Bodipy-FL-GTP binding; actives lie on both sides; GTP binding activity, % at 10 µM; 0.14% of 190,000 active;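 active = GTP binding activity at least 20% away from the 100% baseline, either lowered as inhibitor or raised as activator; inconclusive = flagged as likely green fluorescent, judged across all proteins in the well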;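 also: 0% = unlabeled GTP competition control and 100% = no-compound control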
Target sequence (P01112 whole entry, looked up): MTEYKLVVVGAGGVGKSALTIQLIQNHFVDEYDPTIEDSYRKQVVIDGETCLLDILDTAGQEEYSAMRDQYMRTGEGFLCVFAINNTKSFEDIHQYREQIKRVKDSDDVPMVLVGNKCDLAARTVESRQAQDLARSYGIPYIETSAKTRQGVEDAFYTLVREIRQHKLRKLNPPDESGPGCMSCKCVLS
GSH fluor: compound fluorescence on glutathione beads, profiling panel, artefact control, biophysical, 488/530 nm, flow cytometry | GSH beads flow cytometry, compound fluorescence 488/530 nm; active compounds read high | fluorescence (KMESF) at 10 µM | 0.25% of 190,000 active; in the data active = fluorescence above about 89;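 also: glutathione beads carrying GST-tagged Bcl family fusion proteins plus one bare bead set; values are compound well signal with DMSO vehicle wells as background; inactives centre near 16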
Rac1 act GTP bind: GTP binding modulators of activated mutant Rac1, primary screen, biochemical, bead-based flow cytometry, multiplex, fluorescent GTP | GST-Rac1 activated beads; actives lie on both sides; 100% means binding = to untreated wells | 0.11% of 190,000 active | percent activity (GTP binding), % at 10 µM | Ras-related C3 botulinum toxin substrate 1 (Homo sapiens), P63000;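 active = GTP binding at least 20 percentage points away from the 100% baseline, in either direction, so actives lie on both sides; inconclusive = Compound likely fluorescent itself, or too few beads counted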
Mcl1 Noxa PPI: Mcl-1/Noxa binding inhibitors, primary screen, biochemical, TR-FRET, 1536-well. Induced myeloid leukemia cell differentiation protein Mcl-1 (Homo sapiens), Q07820. TR-FRET Mcl-1/Noxa peptide binding, 2 h. inhibition, % at 21.7 µM. 1.5% of 220,000 active. AID 1022, 2008;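 active = compounds that cut the protein-peptide binding signal by more than 50% relative to plate controls in a single-dose test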;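 also: His-tagged Mcl-1 with rhodamine Noxa BH3 peptide and terbium anti-His antibody; 0% = Mcl-1 plus Noxa peptide wells and 100% = peptide-only wells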
An asterisk follows results filed as active; ? = inconclusive; . = no result given.

mol	HRas wt GTP bind	Mcl1 Noxa PPI	Rac1 act GTP bind	GSH fluor	Rab7 wt GTP bind	Cdc42 wt	Avidin fluor	Pf gametocyte	Rab2 wt GTP	Mcl1 Bid PPI	Rac1 wt modul
O=c1c(Cl)c(NCc2ccccc2Cl)cnn1C12CC3CC(CC(C3)C1)C2	103	-2	103	22	101	107	11	-16	103	6	110
COCCn1nnnc1C(c1cccs1)N1CCCC(C)C1 (centres undefined)	93	18	96	15	90	94	9	4	95	-5	94
COc1ccc(NC(=O)C(=O)N/N=C/c2cccnc2)c(OC)c1	103	19	100	29	105	105	11	9	103	-4	105
O=S(=O)(NC1CCN(Cc2ccccc2)CC1)c1ccc2ccccc2c1	98	1	99	26	100	96	10	-7	100	-20	98
O=C(NCC(c1cccnc1)N1CCOCC1)NC1CCCCC1 (centres undefined)	94	-7	95	10	95	94	14	7	96	-9	91
CCn1c(SCc2nc3ccccc3[nH]2)nnc1-c1ccc(OC)cc1	97	-7	97	18	95	100	18	.	98	-24	96
CC(=O)/C=C(\C)NCCNc1c(F)c(F)c(CO)c(F)c1F	102	-7	101	12	102	105	24	14	101	-25	108
CCC/C(=N\NC(=O)Cc1csc(N2CCOCC2)n1)c1ccccc1	93	1	93	15	94	92	22	12	95	-8	96
CC(C)CN(CC(C)C)C(=O)CCCC(=O)N(CC(C)C)CC(C)C	100	-3	99	11	100	100	6	9	97	2	103
Fc1ccc(NC(=S)NC2CCCCC2)c(F)c1F	98	8	99	11	97	99	14	.	99	-28	101
O=C(COC(=O)Cn1cnc2ccccc2c1=O)Nc1cc(Cl)ccc1[N+](=O)[O-]	88	17	85	6	94	85	3	6	83	-31	82
CC(C)c1ccc(/C=C/C(=O)NCCC2=CCCCC2)cc1	100	10	102	9	96	98	2	.	97	-15	103
O=C(N/N=C1\CCc2ccccc21)c1ccccc1O	100	21	100	13	97	106	13	-1	102	4	102
CCCC(=O)C1C(=O)CC(C)(C)C(c2cc(C)no2)C1=O (centres undefined)	100	-2	97	47	101	104	.	.	100	-37	110
CCCN(CCO)Cc1ccc2ccccc2c1	98	8	96	79	98	98	7	10	97	-15	98
COc1ccc(CC(=O)N2CCN(c3ccccn3)CC2)cc1	98	26	99	28	98	100	37	-21	101	-13	102
COc1ccc(-c2nc(CNS(=O)(=O)c3ccc(OC)c(OC)c3)cs2)cc1	103	6	98	26	101	101	6	.	101	-11	102
CC1CN(S(=O)(=O)c2cccc(C(=O)Nc3ccc4c(c3)CCC4)c2)CC(C)O1 (centres undefined)	99	24	97	7	101	97	12	-17	101	-31	102
O=C(NC1CCCCC1)c1cccs1	98	-7	98	61	98	99	11	.	99	2	100
O=C(NCCc1ccc(F)cc1)C1CCCCC1	97	-4	98	14	102	94	9	-7	97	-13	96
COC(=O)c1ccccc1NC(=O)COc1ccccc1	102	-4	99	40	103	101	1	-25	101	-9	107
CC12CCC(C(N)=O)(C1Br)C2(C)C (centres undefined)	103	2	99	11	100	99	14	.	99	-17	103
CCC(=O)Nc1ccc(N2CCN(C(=O)c3cccs3)CC2)cc1	98	15	92	12	101	96	9	-8	97	-18	100
O=C(O)c1csc(-n2nc(-c3ccccc3)cc2C(F)(F)F)n1	?	1	?	16	?	?	10	7	?	-24	?
Cc1ccc(-c2nc3ncccc3o2)cc1NC(=O)CC(C)C	100	15	97	10	95	97	6	.	97	-16	103
CCCCN(CC)Cc1ccc(CNC(=O)Nc2ccc(OC)cc2OC)o1	103	23	100	25	103	105	5	.	102	-48	108
CCCCCOC(=O)c1ccccc1C(=O)O	?	9	?	12	?	?	39	7	?	23	?
COc1ccc(C)cc1NC(=O)C(OC(=O)CNC(=O)c1cc(C)cc(C)c1)c1ccccc1 (centres undefined)	97	11	96	11	98	100	12	-18	97	3	101
O=C(CCCc1nc(-c2ccccc2Cl)no1)NCc1cccnc1	103	0	97	43	99	97	13	.	97	-21	110
Cc1cc(C)c(S(=O)(=O)Nc2ccc(C(N)=O)cc2)c(C)c1	97	-18	94	8	104	97	9	5	97	-4	99
CCn1c(=O)cc(OCC(=O)N2CCN(c3cccc(C(F)(F)F)c3)CC2)c2ccccc21	100	1	99	23	96	101	16	2	100	1	100
Nc1nnc(-c2ccc(Cl)c(Cl)c2)s1	94	3	95	10	99	94	8	-1	99	-40	98
N#Cc1c2c(c(Nc3ccccc3)n3c1nc1ccccc13)CCC2	99	19	98	34	98	98	6	.	98	6	100
COc1ccc(CSc2nnc(C)n2N)cc1Br	99	-2	98	4	97	101	8	.	97	-9	101
Cc1ccc2[nH]c(O)c(N=NC(=O)C(C)n3cnc4ccccc4c3=O)c2c1 (centres undefined)	99	11	100	10	98	98	15	-4	100	-14	99
CCN(CC)S(=O)(=O)c1ccc(Cl)c(C(=O)NCC2CCCO2)c1 (centres undefined)	97	6	95	13	96	97	38	.	95	-2	95
CCCCCOc1ccc(CSc2ncn[nH]2)cc1	100	-12	99	20	98	100	6	.	99	-6	99
CCn1c([N+](=O)[O-])nc2c1c(=O)[nH]c(=O)n2C	96	8	91	13	103	95	9	11	95	1	98
CCC(Sc1ccccn1)C(=O)Nc1cccc([N+](=O)[O-])c1 (centres undefined)	98	7	97	16	95	95	7	18	94	-11	101
COc1ccc(N2CSC3=C(C#N)C(c4cccs4)CC(=O)N3C2)cc1 (centres undefined)	97	25	95	3	97	96	3	-6	97	-43	99
CC(=O)c1ccc(NC(=S)Nc2ccn(Cc3ccc(Br)cc3)n2)cc1	100	15	95	13	110	100	11	-16	103	-15	103
CCCCc1nnc(NC(=O)C(C)Sc2nc(N)cc(=O)[nH]2)s1 (centres undefined)	98	17	93	14	94	96	16	24	95	-24	96
CCn1c(=N)n(CC(=O)c2cccc(OC)c2)c2ccccc21	102	18	100	23	101	105	10	.	100	-20	108
CC1CCc2cc(F)ccc2N1C(=O)CSc1nnc2c3cc(F)ccc3n(C)c2n1 (centres undefined)	99	14	99	12	98	101	10	10	98	-1	102
Brc1cnc(N2CCCCC2)nc1N1CCOCC1	98	9	97	21	101	97	14	.	98	-12	96
CC(C)C(C(=O)Nc1nccs1)c1ccccc1 (centres undefined)	101	5	100	26	101	103	12	.	100	1	105
COc1ccc(N(C)C(=S)Nc2ccc3nc(C)c(C)nc3c2)cc1	99	5	98	12	100	104	11	.	97	-50	106
CN(C)S(=O)(=O)c1ccc(C(=O)NC(=O)CSc2ccccc2)cc1	103	15	104	9	98	105	12	14	103	-1	106
CC(C)(C)c1ccc(CS(=O)CC(O)CO)cc1 (centres undefined)	105	-3	103	12	101	104	8	2	103	-20	104
COc1ccc(/C=N/n2cnc3c([nH]c4ccc(Br)cc43)c2=O)cc1CN1CCOCC1	96	5	96	13	100	96	30	.	97	9	96
O=C(Cc1ccccc1F)OCC(=O)N1CCN(C(=O)c2ccco2)CC1	94	8	100	12	96	99	25	.	94	-4	99
Nc1ccc2nc(CCCCCCc3nc4ccc(N)cc4[nH]3)[nH]c2c1	98	19	98	15	103	97	8	-15	101	-74	101
COc1cc(C(=O)OCC(=O)Nc2ccc(SC(F)F)cc2)cc(OC)c1OC	98	9	93	8	100	96	2	1	90	-25	99
c1ccc2c3c(c(CN4CCCC4)cc2c1)COC3	98	9	96	26	99	100	15	-13	99	-30	103
COc1ccc(-c2ccc(S(=O)(=O)NCC3CCCO3)cc2)cc1 (centres undefined)	99	6	101	12	105	100	5	.	99	-5	103
COc1ccc(C(=O)Nc2ncc3c(n2)CC(c2ccco2)CC3=O)cc1 (centres undefined)	100	52*	98	18	102	95	26	.	100	-25	98
O=C(Nc1ccc(Cl)c(Cl)c1)Nc1ccccc1C(=O)O	88	4	80	14	99	81	10	7	87	6	85
CCc1ccc(CN(C)CC(=O)Nc2sccc2C#N)cc1	97	16	100	7	99	97	3	7	98	-39	102
NC(=O)c1ccccc1NC(=O)/C=C/c1ccccc1	99	11	99	20	99	101	13	-40	98	9	101
CC(C)(C)NC(=O)Nc1ccc(Cn2cc(C(F)(F)F)ccc2=O)cc1	96	4	95	11	98	94	20	4	98	-5	98

More results follow:
mol	HRas wt GTP bind	Mcl1 Noxa PPI	Rac1 act GTP bind	GSH fluor	Rab7 wt GTP bind	Cdc42 wt	Avidin fluor	Pf gametocyte	Rab2 wt GTP	Mcl1 Bid PPI	Rac1 wt modul
CC(C)c1ccc2oc(-c3ccc(NC(=O)c4ncn[nH]4)cc3)nc2c1	103	-15	99	17	103	100	8	.	102	-21	103
COC(=O)c1ccc(CSc2nnc(Nc3ccccc3OC)s2)o1	95	-12	96	12	100	90	6	.	99	-17	93
CCOC(=O)N1CCN(CC(O)COc2ccccc2C(C)CC)CC1 (centres undefined)	101	15	102	30	99	101	11	-7	100	-2	110
Cc1cc(C(=O)Cn2nc(C(=O)O)c3ccccc3c2=O)c(C)n1C1CC1	91	-3	94	10	89	94	21	20	93	-29	90
Fc1ccc(CSc2nncn2NC/C=C/c2ccccc2)cc1	97	10	95	52	94	98	8	.	96	2	96
Cn1cccc1CNC(=S)Nc1ccccc1Cl	100	-12	98	14	105	96	5	-1	98	-21	100
COc1ccc(/C=N/NC(=O)c2cccc(OC(F)(F)C(F)F)c2)cc1O	99	8	99	7	99	102	2	3	97	-51	101
Cc1ccc(S(=O)(=O)Nc2ccc3c(c2)CCC3)cc1C	96	1	96	11	97	98	6	8	98	10	100
COc1ccc(CNC(=O)COC(=O)Cc2ccsc2)cc1	96	5	94	15	98	98	10	25	97	-12	99
